# GLP-1R agonist = GLP-1 receptor (human) agonism; Potency, µM (highest dose often 45.6 µM), for the others: top-dose activation, hits mostly activators; AID 624172; hit rate 0.007% among 380,000; HEK293 GLP-1R CRE-luciferase, luminescence, 4-6 h; cells express a hypersensitive GLP-1R form; P43220; note: potency is the fitted concentration of half-maximal effect; % of control where 0% means no effect
# Target sequence (P43220 whole entry, looked up): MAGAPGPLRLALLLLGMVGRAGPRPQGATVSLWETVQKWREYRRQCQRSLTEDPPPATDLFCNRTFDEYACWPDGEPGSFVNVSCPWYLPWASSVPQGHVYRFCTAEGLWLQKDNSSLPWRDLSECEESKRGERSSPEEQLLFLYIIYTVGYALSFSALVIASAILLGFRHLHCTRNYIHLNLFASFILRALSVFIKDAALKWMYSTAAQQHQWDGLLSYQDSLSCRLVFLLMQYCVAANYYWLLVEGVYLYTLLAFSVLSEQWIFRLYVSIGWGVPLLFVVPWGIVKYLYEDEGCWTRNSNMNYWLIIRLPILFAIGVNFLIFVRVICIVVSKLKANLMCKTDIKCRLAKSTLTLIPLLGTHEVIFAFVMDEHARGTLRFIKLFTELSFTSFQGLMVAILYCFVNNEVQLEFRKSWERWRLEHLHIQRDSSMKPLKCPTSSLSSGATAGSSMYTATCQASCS
# WRN inhibitor = inhibitors of human WRN helicase; Q14191; WRN helicase unwinding, fluorescent forked duplex, kinetic; Potency, µM (titrated, usually from 114 µM), without a hit: top-dose activity change, negative = inhibition, usual class: inhibitors; hit rate 0.46% among 360,000; AID 651768; note: potency is the fitted concentration of half-maximal effect; % is set by controls: 0 for no effect and ±100 for the full control effect; nearly all actives have a fitted effect of over 55% in size
#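 Enzyme (20 nM final) and test compound sit together 15 min at room temperature before substrate addition. Substrate is a single-forked duplex oligonucleotide (100 nM) labelled with fluorophore and quencher, with 2 mM ATP; helicase unwinding raises red fluorescence, read kinetically.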
# GLP-1R inv ag = acts as inverse agonist at human GLP-1 receptor; HEK293 GLP-1R CRE-luciferase, luminescence, 24 h; GLP-1R form is constitutively active; hit rate 1.6% among 410,000; AID 624417; Potency, µM (titrated, usually from 38.3 µM), inactives show at the top dose activity change, negative = inhibition, actives largely listed as inhibitors; note: potency is the fitted concentration of half-maximal effect; % is set by controls: 0 for no effect and ±100 for the full control effect; nearly all actives have a fitted effect of over 55% in size
#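 Inverse agonists were sought by their lowering of basal cAMP reporter luciferase output in HEK293 cells stably carrying constitutively active human GLP-1R, after 24 h compound treatment.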
# HEK293 tox = cytotoxic in the GLP-1 receptor inverse agonist counter-screen; Potency, µM (doses to about 38.3 µM), inactives show top-dose activity change, negative = inhibition, hits mostly inhibitors; AID 624418; HEK293 cAMP-luciferase reporter cells, luminescence, 24 h; hit rate 0.13% among 410,000;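 note: loss of luciferase light is scored as toxicity; potency is the fitted concentration of half-maximal effect; % is set by controls: 0 for no effect and ±100 for the full control effect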
#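 1536-well qHTS counterscreen of the MLSMR; 200 cells/uL, 12 h pre-incubation, 23 nL cpd, 24 h at 37 deg C 5% CO2, luciferase detection reagent, 12 min RT, luminescence. Inhibition = undesired.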
# IL2 activator = IL-2 activation; activation, % (series mostly up to about 46 µM); IL-2 activation reporter assay, cell-based qHTS; stimulated with anti-CD3/CD4/CD28 beads; in transgenic mouse T cells; hit rate 0.065% among 360,000; AID 652025; in the data active = activation above about 50%; inconclusive = mostly about 30% to 49%; note: 0% is about no effect
#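 Readout is EGFP and DsRed signal by fluorescent plate cytometry after 18 h at 37 degrees C. Transgenic mouse T cells (750/well) received compound for 60 min before bead stimulation (anti-CD3, anti-CD4, anti-CD28); memory T cells served as non-tolerant control.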
# D3 antag = blocks the human D3 dopamine receptor; P35462; hit rate 2.5% among 360,000; max response, negative = inhibition, %; AID 652054; D3R cells, DiscoveRx beta-arrestin luminescence, antagonist mode; hits give low values; in the data active = max response below about -50%; inconclusive = no clear call, values can overlap the other calls; note: % is set by controls: 0 for no effect and ±100 for the full control effect; mostly tested at two doses, the higher about 12 µM
# Target sequence (P35462 whole entry, looked up): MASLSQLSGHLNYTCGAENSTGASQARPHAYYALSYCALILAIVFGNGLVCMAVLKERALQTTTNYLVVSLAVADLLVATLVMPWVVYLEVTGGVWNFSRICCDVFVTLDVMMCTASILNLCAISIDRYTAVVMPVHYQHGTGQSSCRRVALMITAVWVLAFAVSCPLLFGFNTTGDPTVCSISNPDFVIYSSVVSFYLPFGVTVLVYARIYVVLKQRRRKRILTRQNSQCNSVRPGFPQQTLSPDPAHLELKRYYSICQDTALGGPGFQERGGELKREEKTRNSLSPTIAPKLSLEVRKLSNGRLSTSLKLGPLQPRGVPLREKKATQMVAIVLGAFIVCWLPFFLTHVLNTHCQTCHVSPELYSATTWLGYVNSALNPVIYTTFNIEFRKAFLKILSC
#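 Cells expressing the human receptor were seeded at 1500 cells/well, incubated overnight at 37 degrees C in 5% CO2, then exposed to library compounds with dopamine controls for 90 minutes at 37 degrees C before luminescent detection.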
# PLK1 PBD inh = inhibitors of human PLK1 polo-box domain binding. P53350. hit rate 2.8% among 360,000. AID 720504. Potency, µM, for the others: max response, negative = inhibition, hits mostly inhibitors. Plk1 PBD binding of FITC phosphopeptide, fluorescence polarization; note: potency is the fitted concentration of half-maximal effect; series mostly up to about 57 µM; % is set by controls: 0 for no effect and ±100 for the full control effect; nearly all actives have a fitted effect of over 65% in size
# PI5P4K alpha inh = blocks human PI5P4K alpha kinase activity; P48426; PI5P4Kalpha enzyme, ADP-Glo luminescence, 60 min; hits give low values; max response, %; hit rate 1.2% among 330,000; active = max response of -50% or lower; inconclusive = between -30% and -50%; inactive = -30% or higher; note: value at the top dose of about 77 µM; % is set by controls: 0 for no effect and ±100 for the full control effect
#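 Compounds were pin-transferred onto PI5P4Kalpha and substrate in HEPES pH 7.4 buffer with EGTA, CHAPS and 5% DMSO. ATP (5 microM final) started the reaction, which ran 60 minutes at room temperature before ADP-Glo detection.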
# D3 ag = D3 dopamine receptor (human) agonism | P35462 | D3R DiscoveRx beta-arrestin cells, luminescence, 90 min | max activation, % | hit rate 0.58% among 410,000; in the data active = max activation above about 30%; note: 0% is about no effect; mostly tested at two doses, the higher about 12 µM
#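 Agonist mode: compounds and dopamine controls were applied to plated cells for 90 min at 37 degrees C after an overnight attachment at 1500 cells/well. Luminescent read-out followed 30 - 60 minutes at room temperature with DiscoveRx detection reagent.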
# Numbers without * were called inactive; ? = inconclusive; / = no result given; [ ] = dose if it differs, or a comment. Unless noted, calls come from the whole dose curve; as a rule, active = well fitted curve in the direction sought with a large enough effect; inconclusive = small, poorly fitted or top-dose-only effect, or another doubt; inactive = no such curve, though single readings can be large; an effect the other way counts as inactive or inconclusive.
# Each structure is followed by: GLP-1R agonist | WRN inhibitor | GLP-1R inv ag | HEK293 tox | IL2 activator | D3 antag | PLK1 PBD inh | PI5P4K alpha inh | D3 ag
> CCOC(=O)c1c(C)nn(-c2ncccc2NC(=O)NC(C)C)c1C
→ -0.1% | -7.5% | -23.6% | -1.1% | 0.3 | 4.2 | -0.1% | 1.7 | -1.7
> CN(C)C(=O)C(OC(=O)c1ccc2ccccc2n1)c1ccccc1 (stereo not given)
→ 13.0% | -0.4% | -11.3% | -0.7% | 1.1 | 25.2 | -4.0% | -3.2 | 11.6
> O=C(N[C@H](CO)c1ccccc1)[C@H]1O[C@@H](n2ccc(=O)[nH]c2=O)[C@H](O)[C@@H]1O
→ -2.3% | -3.9% | 2.6% | 3.6% | 0.9 | 0.0 | 0.7% | -1.7 | -7.0
> O=C(NC1CC1)c1cc(=S)[nH]c2ccccc12
→ -0.7% | -4.2% | 2.4% | 9.0% | 0.4 | -6.2 | -26.9% | -23.8 | -0.8
> COc1ccc(C(=O)NCC(=O)n2nc(C)cc2C)cc1OC
→ -1.8% | -1.6% | -11.5% | -4.4% | 0.7 | -14.2 | -0.3% | 0.5 | 1.3
> CCCS(=O)(=O)NCc1cn2cccc(C)c2n1
→ 7.1% | -17.0% | 43.3%[activator] | 11.8% | 0.7 | 10.3 | -8.2% | / | 2.9
> Cc1ccc(NC(=O)CN(C)C2CCCCC2)cc1Cl
→ 23.6% | 14.1% | ? | -7.8% | -3.2 | ? | -11.9% | -2.8 | -18.0
> CNC(=O)CSCc1c(F)cccc1Cl
→ -8.5% | 2.3% | 5.2% | -5.4% | -3.2 | 5.4 | -10.3% | / | 9.8
> CC(C)C[C@H](NC(=O)OC(C)(C)C)c1nnc(SCC(=O)Nc2ccc(Br)cc2)o1
→ -0.4% | -7.4% | 0.0% | -7.1% | 1.1 | 4.6 | -8.8% | -0.1 | -5.1
> CC(C)Cc1cc(C(=O)N2CCCC(CO)(Cc3ccc(F)cc3F)C2)n[nH]1 (stereo not given)
→ 6.4% | -11.3% | ? | -5.0% | 1.3 | 20.9 | -3.9% | 4.4 | -5.5
> O=C(NCc1cccnc1)c1ccc2c(c1)C(=O)N(Cc1ccccc1)C2=O
→ 4.3% | ? | 5.7% | -5.4% | -4.3 | -13.8 | -10.7% | 1.3 | -6.8
> CCC(=O)N1CCN=C1SCc1cccc(F)c1
→ 13.2% | 2.1% | 16.4% | 8.7% | -0.5 | -2.0 | -8.9% | 1.5 | 3.4
> O=C(Nc1cc([N+](=O)[O-])ccc1F)c1ccc2ccccc2c1
→ -0.4% | 2.7% | 27.5% | -1.9% | 1.8 | -1.4 | 1.6% | 2.9 | 0.6
> CC(=O)Nc1ccc(C(=O)OCc2ccccc2Cl)cc1
→ -0.3% | 1.7% | 11.2% | 5.8% | -1.4 | -2.9 | 1.8% | 1.8 | 2.2
> CCOc1ccc(NC(=O)C2CCCN(C(=O)Nc3ccccc3)C2)cc1 (stereo not given)
→ -9.2% | -1.1% | -5.0% | -10.8% | -0.4 | 27.2 | -0.2% | / | 1.6
> COc1ccc(OC)c2c(C)cc(N3CCN(C(=O)c4ccc(F)cc4)CC3)nc12
→ 2.5% | -29.7% | ? | -8.7% | -0.6 | -19.5 | -9.2% | 0.1 | -1.7
> Cc1nc(NCC2CCCO2)c2nnn(Cc3ccccc3Cl)c2n1 (stereo not given)
→ 2.8% | -14.2% | 0.0% | 5.8% | -2.7 | -3.5 | -10.8% | / | -22.8
> COc1ccccc1CNC(=O)c1ccc(OC(F)F)c(OC)c1
→ 11.8% | 1.7% | 6.7% | -2.2% | -3.3 | 6.3 | -4.3% | -2.6 | -5.9
> Cc1ccc(NCC(=O)N/N=C/c2c[nH]c3ccccc23)cc1
→ -2.5% | -29.9%[57.1 µM] | ? | 15.5% | -4.1 | -2.4 | -4.6% | 25.7 | 1.1
> COc1ccccc1CNC(=S)NC1CCCCC1
→ 9.2% | -9.3% | ? | ? | -1.0 | -17.6 | -13.6% | 4.7 | -11.1
> S=C(Nc1ccccc1Cl)N(Cc1ccccc1)Cc1ccccn1
→ 5.4% | 5.0% | 10µM* | ? | -0.6 | -1.1 | 0.0% | 2.0 | -0.5
> COc1ccccc1NC(=O)Nc1nc(CC(=O)N2CCN(c3ccccc3)CC2)cs1
→ 6.3% | -18.0% | ? | -22.6% | 0.9 | 20.4 | -8.6% | 5.0 | -0.8
> CC(C)C(OC(=O)Cn1nnc2ccccc21)C(=O)NC1CCCC1 (stereo not given)
→ 9.9% | 9.0% | 1.7% | 6.6% | -0.1 | 16.3 | -6.7% | 0.8 | 7.6
> Cc1ccc(C(=O)N/C(=C\c2ccc(C)o2)C(=O)O)cc1
→ -0.1% | -9.8% | 2.6% | 2.2% | -2.6 | -1.2 | -9.4% | -3.1 | 1.9
> O=C1CC(NNC(=O)c2ccccc2)C(=O)N1 (stereo not given)
→ -12.0% | 4.7% | 2.1% | 6.2% | -2.5 | -18.8 | 1.3% | -4.0 | 3.3
> COc1ccccc1N1C(=NC(=O)C2CCCCC2)SC2CS(=O)(=O)CC21 (stereo not given)
→ 0.9% | 5.4% | 1.5% | -4.0% | -2.6 | 4.6 | -14.5% | 2.5 | 5.4
> CCCCOCC1CN(c2ccccc2)C(=O)CS1 (stereo not given)
→ 4.7% | -6.5%[11.6 µM] | -11.3% | 0.7% | 0.5 | -4.2 | -13.4% | ? | 0.8
> CN1CCN(/C=C(\C#N)S(=O)(=O)c2ccc(Cl)cc2)CC1
→ 1.5% | 2.3% | -0.5% | -25.6% | 0.2 | 3.1 | 1.3% | 0.5 | 3.3
> CN(CCOc1ccccc1)C(=O)c1cc(S(=O)(=O)N2CCCCC2)ccc1Cl
→ 7.8% | -4.8% | ? | -4.4% | -2.9 | 6.3 | 0.2% | -0.3 | 6.1
> COc1ccc(CCNc2cc(C)nc3c(-c4ccccc4OC)cnn23)cc1OC
→ 20.7% | -5.9% | ? | -0.9% | -0.2 | 29.7 | 1.9% | 4.3 | 5.4

# (next part)
# Each structure is followed by: GLP-1R agonist | WRN inhibitor | GLP-1R inv ag | HEK293 tox | IL2 activator | D3 antag | PLK1 PBD inh | PI5P4K alpha inh | D3 ag
> Cc1cccc(C)c1Nc1ncnc(N)c1[N+](=O)[O-]
→ 14.5% | -26.6%[57.1 µM] | 41.1%[activator] | -4.8% | 3.0 | 1.8 | -5.0% | 1.6 | 2.9
> COc1ccc(Cl)cc1N(CC(=O)NC(C)(C)C)S(=O)(=O)c1ccc(C)c([N+](=O)[O-])c1
→ 17.1% | -26.2% | 1.2% | 0.4% | 0.1 | ? | -10.8% | 25.4 | -11.2
> CCOC(=O)c1c(C)c(C(=O)Nc2ccccc2)c(C)n1CC
→ 28.9% | -4.7% | -1.1% | 6.2% | -2.0 | -13.8 | -0.8% | / | 3.3
> Cc1ccc(Cn2ccc(-c3cnc(-c4ccccc4)s3)n2)cc1
→ -14.8% | -27.1% | ? | 16.7% | -0.3 | -24.7 | -11.4% | 2.6 | 5.3
> O=C(O)CCCCCN=Cc1c(O)c2ccccc2oc1=O
→ 1.0% | 1.6% | 9.1% | 8.6% | 3.2 | 4.7 | ? | -16.0 | -8.7
> COc1ccc(/C=N/NC(=O)c2ccc(COc3cccc4cccnc34)cc2)cc1O
→ 15.5% | -19.5% | ? | -21.6% | -4.4 | 7.6 | -17.6% | -14.6 | -13.6
> Cc1ccccc1C(=O)N1CCC(C(=O)Nc2ccc3c(c2)OCCO3)CC1
→ -4.3% | 2.1% | -25.0% | -8.6% | -2.1 | -18.9 | -13.9% | -5.0 | -2.5
> O=C(CCSc1ccc(Cl)cc1)N1CCN(c2ncccn2)CC1
→ 23.3% | -7.0% | -33.6% | 13.0% | -2.2 | 18.7 | -3.9% | -6.6 | -0.6
> Cc1ccc(CSc2nc3ccccc3cc2C=O)cc1
→ 2.5% | -8.8% | 3.98µM* | ? | -0.5 | -1.5 | -3.9% | -5.3 | -8.5
> O=[N+]([O-])c1c(NCc2ccco2)ccc2nonc12
→ 9.1% | 4.1% | 1.3% | -1.9% | 2.1 | 6.1 | -4.5% | -0.1 | 3.4
> COc1ccc(C(c2nnnn2CC2CCCO2)N2CCN(c3ccc(F)cc3)CC2)cc1 (stereo not given)
→ -4.7% | -17.9% | -21.0% | -10.1% | -1.3 | -12.5 | 23.8µM* | -11.9 | 1.6
> Cc1cc(NC(=O)CCC2COc3ccccc3O2)no1 (stereo not given)
→ 1.1% | 6.2% | 13.4% | -4.1% | -2.8 | 10.6 | ? | -8.7 | 2.6
> CCCCC(=O)NC1(C(F)(F)F)C(=O)N(Cc2ccco2)C(C)=C1C(=O)OC (stereo not given)
→ -10.4% | -1.4% | 0.0% | -4.4% | 0.9 | 8.5 | -5.1% | / | 7.5
> O=C(NCc1ccccc1CN1CCCC1)C1CCN(C(=O)c2ccc(F)cc2)CC1
→ 4.5% | 7.4% | 18.9% | 4.3% | 0.4 | 26.2 | -0.8% | -2.5 | -0.6

# Screening results as filed in PubChem BioAssay.
